FXIa inh 1536: human FXIa protease inhibitors, primary screen, biochemical, 1536-well; Coagulation factor XI (Homo sapiens), P03951; purified FXIa, Boc-Glu-Ala-Arg-AMC fluorogenic substrate; inhibition, % at 5 µM; 220,000 tested, 0.14% active; AID 798, 2007;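 active = inhibition of at least 40%; inactive = inhibition below 40%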;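 note: fluorescence of freed AMC excited at 355 nm; 0% = enzyme without compound and 100% = no enzyme blank; many of its hits are not listed in these tables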
PERK inh: block of dimerizer-induced PERK translation repression, primary screen, PERK inhibitor project, CHO PERK-DD cells, SEAP luminescence, HTS; inhibition, % at 5.6 µM; CHO PERK-DD fusion, SEAP luminescence translation reporter; AID 1416, 2008; 220,000 tested, 0.17% active; Eukaryotic translation initiation factor 2-alpha kinase 3 (Homo sapiens), Q9NZJ5;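 active = inhibition above the mean inhibition of all tested compounds plus 3 SD, set separately per screening campaign, cut at about 2.9% in these data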;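 note: PERK kinase domain activated by AP20187 dimerizer at 100 nM; 0% = DMSO with dimerizer and 100% = rapamycin at 8.4 µM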
FXIIa inh 1536: human FXIIa protease inhibitors, primary screen, biochemical, 1536-well. inhibition, % at 5 µM. AID 800, 2007. 220,000 tested, 0.3% active. purified FXIIa, Boc-QGR-AMC fluorogenic substrate, 2 h; in the data active = inhibition above about 40%;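 note: 0% = enzyme with no compound and 100% = blank without enzyme; many of its hits are not listed in these tables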
Target sequence (P00748 20-372 limits assumed): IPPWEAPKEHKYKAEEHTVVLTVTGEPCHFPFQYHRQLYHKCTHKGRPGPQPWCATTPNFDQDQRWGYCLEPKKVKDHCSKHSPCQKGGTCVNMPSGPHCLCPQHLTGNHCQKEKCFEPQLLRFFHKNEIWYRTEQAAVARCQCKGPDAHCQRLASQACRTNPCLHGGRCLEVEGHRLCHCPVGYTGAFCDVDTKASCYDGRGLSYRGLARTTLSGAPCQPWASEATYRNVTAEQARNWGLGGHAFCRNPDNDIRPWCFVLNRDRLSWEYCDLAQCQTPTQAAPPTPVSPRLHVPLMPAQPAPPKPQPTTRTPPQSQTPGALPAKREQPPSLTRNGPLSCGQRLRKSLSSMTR
Target sequence (P00748 373-615 limits assumed): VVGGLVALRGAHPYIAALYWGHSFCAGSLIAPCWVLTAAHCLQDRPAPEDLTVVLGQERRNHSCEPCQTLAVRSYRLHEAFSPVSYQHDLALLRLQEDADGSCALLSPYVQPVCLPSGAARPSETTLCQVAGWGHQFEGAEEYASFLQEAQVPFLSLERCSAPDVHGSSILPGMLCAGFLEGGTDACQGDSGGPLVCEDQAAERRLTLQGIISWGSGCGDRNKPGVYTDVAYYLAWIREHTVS
Rad51 HR inh: human RAD51 strand exchange inhibitors, primary screen, biochemical, fluorescence. 200,000 tested, 0.085% active. inhibition, % at 10 µM. hRad51 DNA strand exchange, fluorescence dequenching;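 active = inhibition above 40% at the single screening dose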;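 note: 0% = DMSO control wells and 100% = blanks with heterologous ssDNA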
Target sequence (Q06609 whole entry, looked up): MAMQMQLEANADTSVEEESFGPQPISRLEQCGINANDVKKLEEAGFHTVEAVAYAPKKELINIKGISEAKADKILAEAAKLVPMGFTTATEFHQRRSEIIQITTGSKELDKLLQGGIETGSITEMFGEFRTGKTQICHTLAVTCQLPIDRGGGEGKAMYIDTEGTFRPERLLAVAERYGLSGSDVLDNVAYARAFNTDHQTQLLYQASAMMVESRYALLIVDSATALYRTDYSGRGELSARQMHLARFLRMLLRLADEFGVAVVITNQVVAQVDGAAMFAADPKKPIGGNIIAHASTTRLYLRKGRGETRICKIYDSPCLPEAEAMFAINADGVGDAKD
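System: hRad51 filaments on single-stranded DNA; reagent: Fluorescein- and BHQ1-tagged 47-mer duplex; compound dosing: one concentration, 10 µM final; timing: filaments 15 min 37 °C, then compound 30 min; measured by: fluorescein emission 520 nm, excitation 485 nm; benchmarks: per-plate controls and blanks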
KCC2 mod: KCC2 cotransporter modulators, thallium flux, primary screen, cell-based, HEK293 KCC2, FluoZin-2 fluorescence, MLSMR. B-score of Tl+ flux slope (higher = more flux/activation; lower = inhibition) at 10 µM. KCC2 cells, thallium flux FluoZin-2 fluorescence. 190,000 tested, 2.2% active;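 active = thallium flux slope and its plate-corrected score both differing from the plate sample mean at a set confidence after two filtering rounds, in either direction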;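 note: slope of fluorescence scaled to starting intensity during 10 to 20 s after thallium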
Thrombin inh: human alpha-thrombin inhibitors, primary screen, counter-screen for coagulation protease inhibitor project, biochemical, 1536-well, fluorogenic AMC substrate; Prothrombin (Homo sapiens), P00734; Boc-VPR-AMC fluorogenic substrate cleavage; inhibition, % at 5 µM; 220,000 tested, 0.26% active;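 active = inhibition at or above 40%; inactive = inhibition below 40%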;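 note: 0% = enzyme with no compound and 100% = wells without enzyme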
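System – human alpha-thrombin · Medium – pH 7.5 Tris (50 mM) with NaCl 150 mM, Tween 20 0.05% · Compound – single-point dosing at 5 µM, 0.2% DMSO · Incubation – enzyme reaction carried out at room temperature · Technique – fluorescence of released AMC, ex 355 nm, em 460 nm · Read-out basis – % inhibition of thrombin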
Calpain2 inh: inhibitors of pig calpain II, primary screen, biochemical, fluorogenic peptide substrate, 1536-well | purified calpain II, 30 min | inhibition, % at 16 µM | 220,000 tested, 0.37% active;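 active = inhibition above about 50%, limit read from the data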
Furin inh: human furin inhibitors, primary screen, biochemical, fluorescence intensity; purified furin, fluorogenic substrate cleavage; inhibition, % at 30 µM; 220,000 tested, 0.061% active; in the data active = inhibition above about 25%; note: inactives centre near -15
hK5 inh: human KLK5 protease inhibitors, primary screen, biochemical, 1536-well | Kallikrein-5 (Homo sapiens), Q9Y337 | recombinant hK5, fluorogenic AMC substrate cleavage | inhibition, % at 5 µM | 210,000 tested, 0.59% active;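 active = inhibition of 40% or more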;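 note: 0% = enzyme controls without compound and 100% = no-enzyme blanks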
The depositor's hits bear a star; i = inactive; nt = not tested or not shown; & = joins results of further samples; [ ] = remark or other dose.

SMILES	FXIa inh 1536	PERK inh	FXIIa inh 1536	Rad51 HR inh	KCC2 mod	Thrombin inh	Calpain2 inh	Furin inh	hK5 inh
CCCOc1ccc(C(=O)CCNc2cccc(Cl)c2)cc1	2	2.7	1	9	-0.011	2	1	-33	-16
CCCn1nnnc1NC(=O)CSc1ccc(Cl)cc1	1	1.3	14	1	nt	-1	9	19[20 µM]	-18
O=[N+]([O-])c1ccc(Oc2cccc(Br)c2)c2ccncc12	0	-0.7	5	-6	nt	-5	16	-18[20 µM]	0
COCCNC(=O)c1c[nH]c2ccc(S(=O)(=O)N3CCc4ccccc43)cc2c1=O	3	1.0	8	nt	-1.5	4	-9	-25	nt
O=C(COC(=O)c1cc(-c2ccccc2Cl)nc2ccccc12)Nc1ncc(C(F)(F)F)cc1Cl	2	1.2	4	0	-0.69	-14	-23	-16	-4
CCOC(=O)c1cn2nc(Oc3ccccc3)ccc2n1	9	0.3	5	11	-0.92	0	-4	-29	5
S=C(Nc1ccc(Cl)c(Cl)c1)N1CCOCC1	6	0.7	12	nt	0.69	11	21	-6	2
O=C(Nc1ccc(F)cc1)c1ccccc1F	0	-0.4	11	5	-0.76	-1	23	-10[20 µM]	0
CCOC(=O)CS(=O)(=O)c1nc(-c2ccccc2)cc(C(F)(F)F)n1	6	-1.1	10	-10	-0.18	-1	-14	21[20 µM]	-7
CCOCc1[nH]c(=S)[nH]c(=O)c1Cc1ccc(OCC(C)C)cc1	-1	0.8	11	-10	22*	-4	-16	-30	0
Cc1cc(NC(=O)CSc2nc(-c3ccccc3)c(C#N)c(=O)[nH]2)no1	5	0.0	10	nt	-0.12	4	9	-15[20 µM]	-11
Cc1nnsc1NC(=O)OCc1ccc(C(C)(C)C)cc1	-4	-1.0	-10	10	nt	0	1	-17	-2
OCCN1CCN(c2ncnc3c2c(-c2ccccc2)cn3-c2ccc(F)cc2)CC1	-3	-0.5	2	0	-0.61	12	-63	-11	-5
COc1ccc(CCNC(=O)Cn2nnc(-c3cccs3)n2)cc1OC	-4	1.1	-2	nt	0.84	-9	-45	-27	-6
CN(C)S(=O)(=O)c1cccc(-c2nnc3n2CCCCC3)c1	-1	0.9	5	31	-0.056	1	-11	-30	3
Cc1ccc(/C=C/C(=O)NCc2cccs2)c(C)c1	-1	2.0	6	nt	0.63	-1	10	-15	nt
Cc1nc2ccccc2c(=O)n1/N=C/c1c(O)ccc2ccccc12	0	0.8	6	-4	0.085	-7	-13	-24	0
CCOc1ccc2nc(C)cc(Nc3ccc(N4CCOCC4)cc3)c2c1	-4	-0.9	12	nt	nt	2	19	7	-4
CN1/C(=C\C(=O)CSc2nnc(NCc3ccccc3)s2)C(C)(C)c2ccccc21	-8	-1.6	2	nt	-2.1	-4	46	0	-4
CN(C)c1ccc(NC(=O)CSc2nnc(-c3cccs3)n2Cc2ccco2)cc1	7	-1.5	16	4	-0.33	1	0	-3[20 µM]	-1
COc1ccc(OCCCC(=O)NCCc2nc3ccccc3[nH]2)cc1	2	0.8	13	-14	-1.1	-4	-73	-35	9
CC(=O)Nc1ccc(-c2csc(Nc3cc(C)ccn3)n2)cc1	-9	0.9	-3	-3	-1	-2	-5	-6	-19
COc1ccc2nc(SC)cc(C)c2c1	6	1.5	4	-1	1.3	1	1	-25	-7
CCN(C(=O)COC(=O)c1cnc(C)cn1)C1CCCCC1	-4	-0.7	13	7	0.63	5	-2	-14	-16
O=C(CCC1CCCC1)c1c(O)c2ccccc2oc1=O	10	2.6	7	4	-0.057	0	4	-27	-3
COc1cc(C(=O)N2CCC(NC(=O)C(Cc3ccc(C(C)C)cc3)NC(C)=O)CC2)cc(OC)c1OC (stereo unspecified)	-1	1.3	9	7	0.46	2	-27	-21[20 µM]	-9
Cc1cccc(N=C2CSC(=O)N2)c1	2	0.1	5	-2	-0.067	-1	20	-27	-1
CC1CCN(C(=S)c2cccc([N+](=O)[O-])c2)CC1	-11	1.1	-11	6	-0.82	-3	-14	-6	-28
Cc1cc(O)ccc1Nc1nc(-c2cccs2)cs1	-3	0.4	4	20	-1.5	2	-15	-23	-6
Cc1ccc(C)c(N2CCN(C(=O)CC3Sc4ccccc4NC3=O)CC2)c1 (stereo unspecified)	-2	-0.9	7	-6	0.015	-5	-4	-18	-26

16 of the compounds above, with bars between the fields:
smiles | FXIa inh 1536 | PERK inh | FXIIa inh 1536 | Rad51 HR inh | KCC2 mod | Thrombin inh | Calpain2 inh | Furin inh | hK5 inh
Cc1nnsc1NC(=O)OCc1ccc(C(C)(C)C)cc1 | -4 | -1.0 | -10 | 10 | nt | 0 | 1 | -17 | -2
OCCN1CCN(c2ncnc3c2c(-c2ccccc2)cn3-c2ccc(F)cc2)CC1 | -3 | -0.5 | 2 | 0 | -0.61 | 12 | -63 | -11 | -5
COc1ccc(CCNC(=O)Cn2nnc(-c3cccs3)n2)cc1OC | -4 | 1.1 | -2 | nt | 0.84 | -9 | -45 | -27 | -6
CN(C)S(=O)(=O)c1cccc(-c2nnc3n2CCCCC3)c1 | -1 | 0.9 | 5 | 31 | -0.056 | 1 | -11 | -30 | 3
Cc1ccc(/C=C/C(=O)NCc2cccs2)c(C)c1 | -1 | 2.0 | 6 | nt | 0.63 | -1 | 10 | -15 | nt
Cc1nc2ccccc2c(=O)n1/N=C/c1c(O)ccc2ccccc12 | 0 | 0.8 | 6 | -4 | 0.085 | -7 | -13 | -24 | 0
CCOc1ccc2nc(C)cc(Nc3ccc(N4CCOCC4)cc3)c2c1 | -4 | -0.9 | 12 | nt | nt | 2 | 19 | 7 | -4
CN1/C(=C\C(=O)CSc2nnc(NCc3ccccc3)s2)C(C)(C)c2ccccc21 | -8 | -1.6 | 2 | nt | -2.1 | -4 | 46 | 0 | -4
CN(C)c1ccc(NC(=O)CSc2nnc(-c3cccs3)n2Cc2ccco2)cc1 | 7 | -1.5 | 16 | 4 | -0.33 | 1 | 0 | -3[20 µM] | -1
COc1ccc(OCCCC(=O)NCCc2nc3ccccc3[nH]2)cc1 | 2 | 0.8 | 13 | -14 | -1.1 | -4 | -73 | -35 | 9
CC(=O)Nc1ccc(-c2csc(Nc3cc(C)ccn3)n2)cc1 | -9 | 0.9 | -3 | -3 | -1 | -2 | -5 | -6 | -19
COc1ccc2nc(SC)cc(C)c2c1 | 6 | 1.5 | 4 | -1 | 1.3 | 1 | 1 | -25 | -7
CCN(C(=O)COC(=O)c1cnc(C)cn1)C1CCCCC1 | -4 | -0.7 | 13 | 7 | 0.63 | 5 | -2 | -14 | -16
O=C(CCC1CCCC1)c1c(O)c2ccccc2oc1=O | 10 | 2.6 | 7 | 4 | -0.057 | 0 | 4 | -27 | -3
COc1cc(C(=O)N2CCC(NC(=O)C(Cc3ccc(C(C)C)cc3)NC(C)=O)CC2)cc(OC)c1OC (stereo unspecified) | -1 | 1.3 | 9 | 7 | 0.46 | 2 | -27 | -21[20 µM] | -9
Cc1cccc(N=C2CSC(=O)N2)c1 | 2 | 0.1 | 5 | -2 | -0.067 | -1 | 20 | -27 | -1

Sorted by number of heavy atoms (low to high): some entries from above.
SMILES	FXIa inh 1536	PERK inh	FXIIa inh 1536	Rad51 HR inh	KCC2 mod	Thrombin inh	Calpain2 inh	Furin inh	hK5 inh
CCOC(=O)c1cn2nc(Oc3ccccc3)ccc2n1	9	0.3	5	11	-0.92	0	-4	-29	5
COc1ccc(OCCCC(=O)NCCc2nc3ccccc3[nH]2)cc1	2	0.8	13	-14	-1.1	-4	-73	-35	9
CN(C)c1ccc(NC(=O)CSc2nnc(-c3cccs3)n2Cc2ccco2)cc1	7	-1.5	16	4	-0.33	1	0	-3[20 µM]	-1

The list continues:
SMILES	FXIa inh 1536	PERK inh	FXIIa inh 1536	Rad51 HR inh	KCC2 mod	Thrombin inh	Calpain2 inh	Furin inh	hK5 inh
O=C(COc1ccccc1[N+](=O)[O-])N/N=C/c1ccc[nH]1	2	1.3	9	nt	1.4	0	5	-17	3
COc1ccc(C(=O)Nc2nccs2)cc1[N+](=O)[O-]	2	0.0	10	1	1.1	-3	24	-10	29
CCN(CC)CCCNC(=S)N(Cc1ccco1)Cc1cc2cc3c(cc2[nH]c1=O)OCCO3	-3	-0.3	0	-3	0.65	-11	-36	-12	8
CCOC(=O)C1=C(C)NC(=O)NC1c1ccc(F)cc1 (stereo unspecified)	7	-0.3	13	nt	1.1	1	-8	-30	-9
CC(C)NC(=O)CN1CCN(c2ncccn2)CC1	0	0.6	7	10	-0.012	-5	-10	-11	2
O=C(CN1C(=O)NC2(CCc3ccccc3C2)C1=O)Nc1ccc(F)cc1 (stereo unspecified)	0	0.5	0	1	-0.4	-16	-22	-13	-6
COc1ccc(C(=O)Nc2n[nH]c(-c3ccncc3)n2)cc1	-13	1.1	-13	1	1	-4	19	-19[20 µM]	1
CSc1ccc(CN2CCN(C(=O)c3ccncc3)CC2)cc1	1	0.0	7	nt	-0.16	2	27	-21	2
CC(C)CN(C(=O)COC(=O)c1ccccc1Sc1ccccc1C#N)C1CCS(=O)(=O)C1 (stereo unspecified)	3	0.2	0	5	0.0099	-3	3	-10	-9
Cc1ccc(-n2c(O)c(/C=N/n3cnnc3)c3ccccc3c2=O)cc1	0&3	1.5&1.0	13&20	-4	1.2&0.014	4&4	i	-17	-9&-12
O=C(NCCCO)c1ccc2[nH]c3c(c2c1)CCCC3	5	-0.3	18	7	-0.15	1	-11	11[20 µM]	-3
CC(=O)c1c(C)[nH]c(C(=O)CSc2ncnc3sc(-c4ccccc4)cc23)c1C	-6	0.0	-3	nt	29*	1	-74	-1	-3
Cc1ccc(N2Cc3ccccc3OC(C)C2=O)cc1 (stereo unspecified)	3	-0.5	13	7	nt	-7	-15	-8	-2
Cc1ccc(/C=N/n2c(C)nnc2C)o1	8	0.7	10	-1	0.41	-7	-7	-14	1
Cc1cc(NC(=O)CN2CCOCC2)n(-c2ccccc2)n1	-2	1.2	-2	14	0.62	-13	2	-22	-13
CCOc1ccc(NC(=O)CSc2nnc(-c3ccoc3C)n2CC2CCCO2)cc1 (stereo unspecified)	11	-1.0	12	-4	1.1	1	-12	-8[20 µM]	-5
O=C(CSCc1ccccc1)N1CCc2ccccc21	3	-0.8	4	-5	-2.4*	-1	11	-21[20 µM]	-12
O=C(C1=C[C@H](C2CC2)C[C@H](OCc2ccc(CO)cc2)O1)N1CCN(Cc2ccc3c(c2)OCO3)CC1	1	1.1	12	0	-0.56	0	2	-36	3
O=C1c2ccc([N+](=O)[O-])cc2C(=O)N1c1c[nH]c(=O)[nH]c1=O	-2	0.9	5	19	1.7	-1	-27	-24	2

Not all compounds are listed; the hit share may differ from the screen's.
